Growth percent in the NCI-60 one-dose screen (48 h, 10 µM unless noted): 100 = growth as untreated, 0 = no growth, -100 = all killed.
EKVX = EKVX NSCLC. 71,000 compounds, 3% hits
SK-MEL-5 = SK-MEL-5 melanoma; 80,000 compounds, 6.4% hits
UACC-257 = UACC-257 melanoma; 78,000 compounds, 4.4% hits; AID 1794764
A549/ATCC = A549/ATCC NSCLC | 81,000 compounds, 3.7% hits
M14 = M14 melanoma. 80,000 compounds, 6.2% hits. AID 1794745
SK-MEL-2 = SK-MEL-2 melanoma | 77,000 compounds, 4.7% hits | AID 1794763
UACC-62 = UACC-62 melanoma; 81,000 compounds, 5.4% hits; AID 1794756
MALME-3M = MALME-3M melanoma; 78,000 compounds, 5.8% hits; AID 1794766
Numbers without * were called inactive; . = not tested or not shown; & = joins results of further samples. How the source made its calls: active means growth percent below 10; inactive means the rest.

The opening five compounds, to show the layout:
smiles,EKVX,SK-MEL-5,UACC-257,A549/ATCC,M14,SK-MEL-2,UACC-62,MALME-3M
C/C(=N\Nc1ccc(S(N)(=O)=O)cc1)c1cnn(-c2cc(=O)[nH]c3ccccc23)c1C,94,92,103,105,95,88,91,70
Nc1ccc(S(=O)(=O)c2ccc(N)nc2)cc1,126,111,108,107,102,101,93,149
COc1ccc(/C(C)=C(\c2ccc(Cl)cc2)c2ccc(OCCN3CCCC3)cc2)cc1F,47,.,3.0*,42,.,60,-30*,-38*
COc1ccc(/C=C/C(=O)c2c(O)cc3occc3c2OC)cc1,87,.,69,88,104,112,85,112
COc1cc(-c2nn(-c3ccc(NC(=O)CN4CCOCC4)cc3)cc2-c2ccncc2)ccc1Cl,57,13,81,72,55,92,60,80

The whole of this part, from the first entry:
smiles,EKVX,SK-MEL-5,UACC-257,A549/ATCC,M14,SK-MEL-2,UACC-62,MALME-3M
C/C(=N\Nc1ccc(S(N)(=O)=O)cc1)c1cnn(-c2cc(=O)[nH]c3ccccc23)c1C,94,92,103,105,95,88,91,70
Nc1ccc(S(=O)(=O)c2ccc(N)nc2)cc1,126,111,108,107,102,101,93,149
COc1ccc(/C(C)=C(\c2ccc(Cl)cc2)c2ccc(OCCN3CCCC3)cc2)cc1F,47,.,3.0*,42,.,60,-30*,-38*
COc1ccc(/C=C/C(=O)c2c(O)cc3occc3c2OC)cc1,87,.,69,88,104,112,85,112
COc1cc(-c2nn(-c3ccc(NC(=O)CN4CCOCC4)cc3)cc2-c2ccncc2)ccc1Cl,57,13,81,72,55,92,60,80
CCCCC(CC)CCC(C)OC(=O)CCC1CCCCC1 (stereo unspecified),114,95,119,118,104,112,105,108
O=C(O)c1cccc(C(=O)O)c1,113,105,122,108,97,118,105,118
C=Cc1cc[n+](CC(=O)c2ccc(-c3ccccc3)cc2)cc1,88,108,107,100,89,105,107,112
O=C(O)C(O)c1ccccc1Cl (stereo unspecified),99,100,109,105,100,101,92,104
COc1ccc(-c2nc3sc(-c4ccccc4)c(-c4ccccc4)n3c2/C=C/C(=O)c2ccccn2)cc1,.,71,87,88,89,67,104,.
NC(=O)n1cccn1,97,105,120,116,109,108,99,116
O=C(O)c1c(Cl)c(Cl)c(Cl)c(Cl)c1-c1c2cc(I)c(=O)c(I)c-2oc2c(I)c(O)c(I)cc12,91&99&99,96&110&107,91&117&115,96&106&103,119&96&104,74&108&110,96&107&99,56&110&110
Cc1c(C(N)=O)sc2c1c(=O)n(Cc1ccccc1)c1nnc(-c3ccccc3)n21,77,92,107,95,105,98,92,134
COc1ccc(/C=N/NC(N)=S)cc1,64,104,102,82,96,97,101,94
CC(=O)N1N=C(c2ccccc2)CC1c1cn(-c2ccccc2)nc1-c1ccc(OCc2ccccc2)cc1 (stereo unspecified),95,96,93,94,95,101,89,107
O=c1nc(Nc2ccc(Cl)cc2O)sc2ccccc12,61,42,68,74,72,47,32,82
N#Cc1ccc2nc(-c3nonc3N)[nH]c2c1,93,102,99,100,109,119,100,108
CC1C(=NC(=O)c2cnccn2)C(C)C(c2ccc(Cl)cc2)NC1c1ccncc1 (stereo unspecified),89,88,94,93,92,104,91,.
CCOC(=O)CCN(C(=O)Nc1ccccc1)C1CCCCC1,101,99,119,132,108,119,106,113
C[C@@H]1CC[C@@H]2[C@H]1[C@@H](OC(=O)/C=C/c1ccccc1)[C@@]1(c3ccccc3)C[C@H](NC(=O)CO)[C@]2(C)O1,72,81,90,77,98,108,84,113
CCOC(=O)N/N=C/c1ccc(OC)c(OC)c1,.,101,106,102,113,115,99,132
COc1ccc(/C=N/NC(=O)c2cnn(CC(O)Cc3ccccc3)c2-n2cccc2)cc1OC1CCCC1 (stereo unspecified),.,79,106,84,96,96,89,111
O=C(Nc1ccc(NC(=O)c2cc(Cl)nc3ccccc23)cc1)Nc1ccc(Cl)c(C(F)(F)F)c1,104,96,106,95,91,102,99,98
O=C1CCC(Nc2ccnc(Cl)c2)N1 (stereo unspecified),92,102,88,80,97,96,99,109
C=CCn1c(SC/C(=N\O)c2ccc(Cl)cc2)nnc1-c1c[nH]c2ccccc12,73,73,93,94,84,96,64,84
O=C(Nc1cccc(Cl)c1)Nc1cccc(Cl)c1,72,79,105,52,76,114,44,68
C=C1CN(c2ccc(N(C)C)cc2)C1=O,105,103,102,99,93,107,.,114
COc1ccc(C(=O)/C=C/c2c(Cl)nc3c(c(C)nn3-c3ccccc3)c2-c2ccc(Br)cc2)cc1,109,101,108,104,100,94,92,102
CC(C)OC(=O)COc1ccc(F)cc1F,.,98,91,98,96,98,97,94
CCCCCCCn1ncc2c(N[C@H](C)c3ccccc3)ncnc21,84,94,119,104,106,122,83,105
O=C1c2ccccc2C(=O)N1C1CCCCC1,97,103,88,93,100,117,96,120
Clc1ccc2nc3nc4ccc[nH]c4cc3c2c1,68,.,86,79,106,89,80,87
CCOC(=O)N(CC)CC,.,94,108,101,109,118,101,109
COC(=O)/C(CCC=C(C)C)=C1\[C@@H](OC(C)=O)C[C@@]2(C)[C@H]1C[C@@H](O)[C@H]1[C@@]3(C)CC[C@H](NC(=O)c4cnccn4)[C@@H](C)[C@@H]3CC[C@@]12C,94,97,110,98,100,118,87,100
COc1ccc(C2CC(=O)Nc3c2ncn3-c2ccc(Cl)cc2)cc1 (stereo unspecified),85,101,.,74,98,88,97,103
CCCCCOC(=O)Nc1ncccn1,96,101,91,90,95,104,102,95
Cc1nc([N+](=O)[O-])cn1CC(Cl)Cn1cc([N+](=O)[O-])nc1C,94,101&103,99,111&103,103&95,126&109,91&106,94&93
Cn1cc(-c2csc(-c3ccccc3)n2)c2ccccc21,89,105,97,100,97,114,85,86
Clc1ccc(Nc2nnc(COc3ccccc3)c3ccccc23)cc1,6.5*,-96*,-25*,4.6*,-10.0*,-26*,-28*,-14*
Cc1ccc(S(=O)(=O)Cl)c(Cl)c1,.,109,90,96,103,103,106,105
Cc1nc2c(-c3ccc(Cl)cc3)nc3ccc(Cl)cc3c2c(=O)n1N,113,98,102,106,100,129,93,100
C=CCn1c(SCC(=O)N2CCN(c3cc4c(cc3F)c(=O)c(C(=O)O)cn4C3CC3)CC2)nnc1-c1cc(OC)c(OC)c(OC)c1,99,101,79,77,69,109,100,99
CSc1cc(C)nc(N)n1,106,107,103,99,107,110,104,111
O=c1/c(=C/N2CCc3ccccc32)sc2ncnn12,.,103,98,95,108,102,101,114
Cc1nc(N)[nH]c(=O)c1CCO,102,107,117,106,105,106,103,105
CCC(CC)NC(C)CO (stereo unspecified),.,105,94,100,104,100,112,115
C#CCOc1ccccc1C(OC(=O)c1cccc(OC)c1)C(=O)NC(C)(C)C(C)(C)C (stereo unspecified),72,86,86,78,86,94,76,77
Cc1cccc(N2CCN(c3ncnc4sc5c(c34)CCNC5)CC2)c1,69,84,92,78,76,97,83,83

Three entries already listed, ordered by SMILES length, rising:
smiles,EKVX,SK-MEL-5,UACC-257,A549/ATCC,M14,SK-MEL-2,UACC-62,MALME-3M
Cc1nc(N)[nH]c(=O)c1CCO,102,107,117,106,105,106,103,105
O=c1/c(=C/N2CCc3ccccc32)sc2ncnn12,.,103,98,95,108,102,101,114
Cc1nc2c(-c3ccc(Cl)cc3)nc3ccc(Cl)cc3c2c(=O)n1N,113,98,102,106,100,129,93,100

Further structures follow:
smiles,EKVX,SK-MEL-5,UACC-257,A549/ATCC,M14,SK-MEL-2,UACC-62,MALME-3M
O=C(NCc1cccc(C(F)(F)F)c1Cl)C1CCC(=O)N1c1cccs1 (stereo unspecified),92,.,95,88,98,115,.,93
CCOc1ccccc1CNCC(=O)N(CC(=O)N(CC(N)=O)Cc1ccccc1C)Cc1ccc(C(C)(C)C)cc1,98,93,95,86,89,99,84,94
COc1cc(/C=C2\CN(C)CC3=C2Nc2nc(SC)[nH]c(=O)c2C3c2cc(OC)c(OC)c(OC)c2)cc(OC)c1OC (stereo unspecified),84,58,54,.,24,72,30,81
CCN1CC2=C(Nc3nc(SC)[nH]c(=O)c3C2c2cc(OC)c(OC)c(OC)c2)/C(=C/c2cc(OC)c(OC)c(OC)c2)C1 (stereo unspecified),87,89,97,.,114,117,90,112
Cc1ccc(S(=O)(=O)n2cc(CNc3ccc(N4CCOCC4=O)cc3)c3ccccc32)cc1,99,93,87,103,93,102,78,63
Cc1csc(NC(=O)c2ccc(/C=C3\SC(=S)N(C)C3=O)cc2)n1,97,107,96,96,85,100,69,89
N#Cc1c(-c2cccs2)cc(-c2cccnc2)[nH]c1=O,105,102,97,98,106,113,96,104
Cc1cc(NNC(N)=S)c2ccccc2c1N=NC(N)=S,90,106,102,105,102,112,95,114
COc1ccc2c(c1)N(CCO)C1=C(C(=O)CCC1)C2c1ccccc1 (stereo unspecified),104,92,84,89,105,102,89,96
CN(C)N=Nc1cccc([N+](=O)[O-])c1,101,95,100,98,97,98,84,88
CN(Cc1cnc2nc(N)nc(N)c2n1)c1cccc2c1CN(C1CCC(=O)NC1=O)C2=O (stereo unspecified),105,103,112,109,97,111,105,107
NS(=O)(=O)c1ccc(NC(=O)c2ccoc2COc2ccccc2)cc1,88,101,104,104,95,109,85,91
O=C(CCCc1ccncc1)c1ccccc1,104,113,115,102,107,101,99,118
CC1(/C=C/c2ccc(-c3ccccc3)cc2)CCn2cnc3ncnc(c32)N1O (stereo unspecified),18,-6.5*,11,16,-2.3*,39,0.9*,23
Cc1cc(=O)oc2cc(OCCCOc3ccc(/C=C/C(=O)Nc4cccc([N+](=O)[O-])c4)cc3)ccc12,111,102,116,107,114,122,101,108
O=C1C=C(Nc2ccc([N+](=O)[O-])cc2)c2ccccc2C1=O,.,12,49,33,13,-8.0*,18,52
Cc1cc2c3ccccc3[nH]c(=O)n2n1,112,99,93,92,104,108,105,83
